RGS8-Gao reg – RGS8-Galphao binding modulators, primary screen, biochemical, multiplexed bead flow cytometry; Guanine nucleotide-binding protein G(o) subunit alpha (Homo sapiens), P09471; actives lie on both sides; response (percent of control binding), % at 10 µM; 220,000 compounds, 0.34% hits; in the data active = response below about 60% or above about 140%; inactive = in between;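 note: Galphao activated as the GDP aluminium fluoride complex binding bead-coupled RGS8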
GSH fluor – compound fluorescence on glutathione beads, profiling panel, artefact control, biophysical, 488/530 nm, flow cytometry; GSH beads flow cytometry, compound fluorescence 488/530 nm; stronger effect = higher value; 190,000 compounds, 0.25% hits; AID 1776, 2009; fluorescence (KMESF) at 10 µM; in the data active = fluorescence above about 89;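 note: glutathione beads carrying GST-tagged Bcl family fusion proteins plus one bare bead set; values are compound well signal with DMSO vehicle wells as background; inactives centre near 16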
Mcl1-Noxa inh – Mcl-1/Noxa binding inhibitors, primary screen, biochemical, TR-FRET, 1536-well; AID 1022, 2008; inhibition, % at 21.7 µM; 220,000 compounds, 1.5% hits; TR-FRET Mcl-1/Noxa peptide binding, 2 h;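 active = compounds that cut the protein-peptide binding signal by more than 50% relative to plate controls in a single-dose test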;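 note: His-tagged Mcl-1 with rhodamine Noxa BH3 peptide and terbium anti-His antibody; 0% = Mcl-1 plus Noxa peptide wells and 100% = peptide-only wells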
Avidin fluor – green autofluorescence of compounds with avidin beads – biophysical, 488/530 nm, flow cytometry, artefact control, profiling panel | compound fluorescence 488/530 nm; stronger effect = higher value | fluorescence (KMESF) at 10 µM | 220,000 compounds, 0.38% hits; in the data active = fluorescence above about 47; note: inactives centre near 10
ABCG2 inh – ABCG2 efflux pump inhibitors, primary screen, multiplex with ABCB1, IgMXP3 cells, flow cytometry; Broad substrate specificity ATP-binding cassette transporter ABCG2 (Homo sapiens), Q9UNQ0; JC-1 efflux; inhibition, % at 6.6 µM; 190,000 compounds, 0.1% hits;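 active = inhibition above 80%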;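 note: 0% = DMSO and 100% = nicardipine control wells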
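Test system: ABCG2 IgMXP3 and barcoded ABCB1 CCRF-Adr cell mix; Schedule: cells with compound and JC-1, 10 min at 25 °C, rotating, no wash; Technique: flow cytometry of retained JC-1 fluorescence; Measure: % inhibition of efflux relative to nicardipine and DMSO; Controls: nicardipine high and DMSO low controls.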
Pf gamet viab – late stage P. falciparum gametocyte viability inhibitors, primary screen, ATP luminescence, HTS; 150,000 compounds, 0.065% hits; inhibition, % at 10.9 µM; AID 743093, 2013; P. falciparum stage V gametocytes, 24 h;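 active = inhibition above the mean plus 3 SD of compounds within the control limits, set per campaign, cut at about 38% in these data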;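 note: 0% = DMSO wells and 100% = medium only without gametocytes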
RGS7-Gao – RGS7-Galphao binding modulators, primary screen, biochemical, multiplexed bead flow cytometry. actives lie on both sides. binding response (% of control), % at 10 µM. 220,000 compounds, 0.35% hits. AID 1439, 2008; in the data active = binding response below about 49% or above about 150%; inconclusive = no clear call, values can overlap the other calls; inactive = in between;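 note: fluorescent Galphao held in activated GDP-AlF4 state binding bead-coupled RGS7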
RGS4-Gao reg – modulators of RGS4 binding to Galphao, primary screen, biochemical, multiplexed bead flow cytometry | 220,000 compounds, 0.33% hits | binding response (% of control), % at 10 µM | AID 1415, 2008 | actives lie on both sides; in the data active = binding response below about 49% or above about 150%; inactive = in between;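 note: fluorescent Galphao activated with aluminum fluoride binding bead-coupled RGS4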
ABCB1 block – ABCB1 efflux pump inhibitors, primary screen, cell-based, multiplex, flow cytometry, ABCG2 counter-screen; ATP-dependent translocase ABCB1 (Homo sapiens), P08183; CCRF-Adr cells, JC-1 efflux; inhibition, % at 6.6 µM; 190,000 compounds, 0.067% hits; in the data active = inhibition above about 40%;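 note: 0% = vehicle and 100% = reference inhibitor; higher value means more JC-1 retained so stronger ABCB1 efflux block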
Target sequence (P08183 whole entry, looked up): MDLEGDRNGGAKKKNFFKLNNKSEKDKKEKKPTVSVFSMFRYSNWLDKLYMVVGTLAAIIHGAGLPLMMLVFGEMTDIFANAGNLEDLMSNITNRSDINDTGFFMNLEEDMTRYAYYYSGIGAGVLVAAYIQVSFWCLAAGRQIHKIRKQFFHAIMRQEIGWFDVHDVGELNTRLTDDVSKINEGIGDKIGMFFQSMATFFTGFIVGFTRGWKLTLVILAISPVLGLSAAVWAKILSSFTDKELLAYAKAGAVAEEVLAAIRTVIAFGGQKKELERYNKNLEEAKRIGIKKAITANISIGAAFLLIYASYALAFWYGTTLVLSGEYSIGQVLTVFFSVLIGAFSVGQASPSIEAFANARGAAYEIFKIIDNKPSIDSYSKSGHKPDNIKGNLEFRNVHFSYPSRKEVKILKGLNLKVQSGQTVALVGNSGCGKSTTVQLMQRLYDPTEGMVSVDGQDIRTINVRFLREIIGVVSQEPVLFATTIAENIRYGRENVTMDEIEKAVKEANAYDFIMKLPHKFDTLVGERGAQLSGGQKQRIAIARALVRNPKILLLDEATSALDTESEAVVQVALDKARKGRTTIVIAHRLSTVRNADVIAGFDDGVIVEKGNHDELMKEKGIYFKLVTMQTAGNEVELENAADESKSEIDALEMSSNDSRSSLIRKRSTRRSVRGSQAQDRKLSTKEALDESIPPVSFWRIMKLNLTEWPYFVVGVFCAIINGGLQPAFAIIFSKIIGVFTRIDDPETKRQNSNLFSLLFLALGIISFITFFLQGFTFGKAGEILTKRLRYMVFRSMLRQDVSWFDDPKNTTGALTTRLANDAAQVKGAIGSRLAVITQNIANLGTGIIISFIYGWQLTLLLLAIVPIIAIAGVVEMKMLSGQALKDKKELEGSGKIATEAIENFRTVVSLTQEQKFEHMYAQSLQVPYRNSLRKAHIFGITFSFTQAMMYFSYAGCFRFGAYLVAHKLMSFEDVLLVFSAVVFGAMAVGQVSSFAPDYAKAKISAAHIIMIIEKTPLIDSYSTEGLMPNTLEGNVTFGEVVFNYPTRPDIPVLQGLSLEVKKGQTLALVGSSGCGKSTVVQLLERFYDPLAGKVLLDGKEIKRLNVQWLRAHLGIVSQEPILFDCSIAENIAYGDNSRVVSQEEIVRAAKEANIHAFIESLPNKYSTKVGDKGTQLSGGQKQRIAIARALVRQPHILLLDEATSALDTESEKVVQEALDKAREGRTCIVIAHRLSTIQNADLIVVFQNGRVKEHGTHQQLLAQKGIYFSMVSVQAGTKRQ
Mcl-1 Bim block – inhibitors of Bim peptide binding to Mcl-1, primary screen, biochemical, bead-based flow cytometry, multiplex | Induced myeloid leukemia cell differentiation protein Mcl-1 (Homo sapiens), Q07820 | Bim peptide-Mcl-1 binding | inhibition, % at 10 µM | 190,000 compounds, 0.1% hits | AID 1009, 2008; in the data active = inhibition above about 40%;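 note: 0% = no compound tracer wells and 100% = peptide blocker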
Mcl1-Bid inh – Mcl-1/Bid binding inhibitors, primary screen, biochemical, TR-FRET, 1536-well | TR-FRET Mcl-1/Bid-Dy647 peptide binding | inhibition, % at 21.7 µM | 220,000 compounds, 0.97% hits;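 active = compounds that cut the binding signal by more than half at the single screening dose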;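 note: His-tagged Mcl-1 with europium anti-His antibody binding Bid BH3 peptide; 0% = Mcl-1 plus peptide wells and 100% = peptide-only wells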
* hit, by the source's call; ? = inconclusive; . = no result given; [ ] = dose if it differs, or a comment.

SMILES | RGS8-Gao reg | GSH fluor | Mcl1-Noxa inh | Avidin fluor | ABCG2 inh | Pf gamet viab | RGS7-Gao | RGS4-Gao reg | ABCB1 block | Mcl-1 Bim block | Mcl1-Bid inh
COc1ccc(OC)c(-c2nc(C)sc2CC(=O)O)c1 | 103 | 13 | 16 | 8 | 11 | . | 103 | 108 | -0.2 | 0 | 1
COc1cccc(OCc2nc(-c3ccc(Br)o3)no2)c1 | 101 | 10 | -6 | 15 | 1 | 6 | 105 | 101 | -0.9 | 0 | -7
COc1cccc(/C=N/NC(=O)Cn2nc([N+](=O)[O-])cc2C)c1 | 102 | . | -12 | 6 | . | 0 | ? | 101 | . | . | 0
CN(C)c1ccc(C(=O)c2ccccc2C(=O)O)cc1[N+](=O)[O-] | 97 | 13 | 12 | 9 | -1 | 26 | 106 | 92 | -0.2 | 1 | -3
CCCCCC(=O)Nc1nc(C)c(-c2csc(Nc3ccccc3OCC)n2)s1 | 98 | 23 | 23 | 29 | 1 | -16 | 99 | 98 | 0.1 | 0 | -11
CCOC(=O)N1CCC(NC(=O)C2CCN(c3ccc(N4CCOCC4)nn3)CC2)CC1 | 99 | 32 | . | 10 | 12 | . | 93 | 94 | 0.0 | 2 | .
CCCC(=O)Nc1sc(C(=O)OC)c(C)c1C(N)=O | 94 | 17 | 17 | 22 | 2 | -2 | 98 | 100 | 0.4 | -3 | -1
S=c1nc(-c2ccccc2)[nH]n1-c1ccccc1 | 96 | 56 | -7 | 19 | 0 | . | 106 | 100 | -0.3 | -4 | -143
CC(=O)NC1=C(N(C)C2CCS(=O)(=O)C2)C(=O)c2ccccc2C1=O (stereo unspecified) | 102 | 15 | 1 | 14 | 4 | -1 | 92 | 93 | 0.6 | -1 | -45
C=C(C)C(=O)N1CC2(CC(c3cccc(NC(=O)/C=C\C)c3)=NO2)C[C@H]1C(N)=O (stereo partly specified) | 103 | . | -6 | 8 | . | 1 | ? | 102 | . | . | -32
CCOC(=O)C1(Cc2ccc(OC)cc2)CCN(C(=O)c2ccc3[nH]ccc3c2)CC1 | 90 | 10 | 1 | 6 | 1 | 1 | 99 | 96 | 0.1 | 0 | 6
O=c1[nH]cc(C(F)(F)F)cc1NS(=O)(=O)c1ccc([N+](=O)[O-])cc1 | 102 | 13 | 18 | 11 | 0 | 24 | ? | 100 | -0.1 | 1 | -25
CCOC(=O)CSc1nnc([C@@H](NC(=O)OC(C)(C)C)C(C)C)o1 | 100 | 35 | -10 | 13 | 2 | 9 | 100 | 99 | 0.4 | -4 | -26
Cc1nc2ccccc2c2oc(C(=O)NCCN3CCN(C)CC3)cc12 | 102 | 25 | 5 | 7 | 2 | . | 100 | 105 | 0.9 | -1 | -20
O=C(c1ccccc1)C1CCN(CC(=O)N2CCN(c3ccccc3)CC2)CC1 | 107 | 9 | 31 | 9 | -1 | . | 95 | 99 | 0.1 | -1 | 2
CC1(C)NC(=O)N(CCOc2cccc(Oc3ccccc3)c2)C1=O | 102 | 15 | -6 | 10 | 3 | . | 102 | 100 | 0.8 | -6 | -17
O=C(OCn1nnc2ccccc2c1=O)c1cc2ccccc2o1 | 95 | . | 5 | 7 | . | . | ? | 90 | . | . | -67
CCCCNC(=O)OCC(CC)NC(=O)OCC(C)C (stereo unspecified) | 103 | 29 | -3 | 8 | 1 | . | 99 | 100 | 0.7 | -2 | -1
Cc1cc(C)nc(NS(=O)(=O)c2ccccc2)n1 | 101 | 13 | -6 | 7 | -3 | . | 99 | 99 | -0.2 | 0 | -21
CC(=O)Nc1ccc(C(O)(C(F)(F)F)C(F)(F)F)cc1 | 101 | 12 | -18 | 8 | 23 | -2 | 101 | 98 | 1.2 | -5 | -8
CC(C)n1c(SCC(=O)Nc2ccccc2)nc2c1c(=O)n(C)c(=O)n2C | 87 | 15 | -6 | 4 | 24 | -8 | 97 | 99 | 22 | -1 | -5
Cc1c(C(=O)N/N=C/c2ccc(Cl)cc2)[nH]c2ccc(Cl)cc12 | 103 | 10 | 3 | 11 | 50 | -14 | 105 | 99 | 0.6 | -3 | 5
O=C(CSc1nc2c(c(C(F)(F)F)n1)CCc1ccccc1-2)NCc1ccco1 | 100 | 24 | -19 | 3 | 3 | . | 98 | 99 | 0.2 | -1 | -20
CCOc1nc(-c2ccc(Cl)cc2)nc2ccccc12 | 80 | 12 | -1 | 3 | 1 | -18 | 97 | 94 | . | -4 | -12
CCOC(=O)CNc1c(-c2ccc(O)cc2)nc2ccc(Cl)cn12 | 101 | 11 | -7 | 24 | 7 | -14 | 105 | 103 | 1.4 | 0 | -145

A draw from above in order of formula weight, lowest first.
SMILES | RGS8-Gao reg | GSH fluor | Mcl1-Noxa inh | Avidin fluor | ABCG2 inh | Pf gamet viab | RGS7-Gao | RGS4-Gao reg | ABCB1 block | Mcl-1 Bim block | Mcl1-Bid inh
CC(=O)Nc1ccc(C(O)(C(F)(F)F)C(F)(F)F)cc1 | 101 | 12 | -18 | 8 | 23 | -2 | 101 | 98 | 1.2 | -5 | -8
CC(C)n1c(SCC(=O)Nc2ccccc2)nc2c1c(=O)n(C)c(=O)n2C | 87 | 15 | -6 | 4 | 24 | -8 | 97 | 99 | 22 | -1 | -5
CCOC(=O)N1CCC(NC(=O)C2CCN(c3ccc(N4CCOCC4)nn3)CC2)CC1 | 99 | 32 | . | 10 | 12 | . | 93 | 94 | 0.0 | 2 | .

Next entries follow.
SMILES | RGS8-Gao reg | GSH fluor | Mcl1-Noxa inh | Avidin fluor | ABCG2 inh | Pf gamet viab | RGS7-Gao | RGS4-Gao reg | ABCB1 block | Mcl-1 Bim block | Mcl1-Bid inh
COc1cc(-c2nnc(NC(=O)c3ccc(S(=O)(=O)N4CCOCC4)cc3)o2)cc(OC)c1OC | 100 | 13 | -31 | 10 | 0 | . | 97 | 96 | -0.6 | 3 | -28
O=C(Nc1cccnc1)C12CC3CC(CC(C3)C1)C2 | 104 | 19 | 1 | 9 | 1 | 12 | 102 | 102 | 0.3 | 3 | -21
CCn1c(=N)c(S(=O)(=O)c2ccccc2)cc2c(=O)n3ccccc3nc21 | 115 | 11 | 19 | 9 | 4 | 16 | 99 | 99 | 3.2 | 2 | 9
COc1cccc(NC(=O)Cc2nc(-c3ccccc3)sc2-c2ccc(C)cc2)c1 | 103 | 25 | -21 | 4 | 5 | -2 | 99 | 101 | -0.3 | -3 | -22
Cc1nn(-c2ccccc2)c(Cl)c1C(=O)Nc1ccc(N2CCOCC2)cc1 | 102 | 14 | 17 | 10 | 4 | . | ? | 101 | 0.4 | 0 | -41
O=C(CSc1nnc(COc2cccc3cccnc23)o1)N1CCCC1 | 94 | 18 | -6 | 10 | 1 | 8 | 96 | 98 | 0.8 | -2 | -19
O=C(Nc1sc2c(c1C(=O)c1ccc(Cl)cc1)CCCC2)c1cccnc1 | 100 | 38 | 24 | 7 | 1 | -20 | 101 | 102 | 0.3 | -2 | 20
Cc1ccc(C(=O)COC(=O)CCCC(=O)Nc2cc(C(F)(F)F)ccc2Cl)cc1C | 26* | 8 | -8 | 0 | 20 | -5 | 12* | 20* | 0.8 | -7 | 1
COC(=O)C1=C(N)Oc2cc(C)n(Cc3cccnc3)c(=O)c2C1c1cccc(OC)c1OC (stereo unspecified) | 91 | 28 | -4 | 148* | 1 | . | 240*[activator] | 125 | 0.2 | -2 | -37
Clc1ccc(-c2nnnn2-c2ccc(Cl)cc2)cc1 | 102 | . | -9 | 8 | . | 6 | ? | 109 | . | . | -5
COCCn1c(SCc2nnc(-c3ccccc3)o2)nc2sc3c(c2c1=O)CCC3 | 88 | 12 | 18 | 4 | 0 | 6 | 83 | 88 | 0.5 | -1 | 12
CC1NC(=O)N(C)C2NC(=O)N(C)C(c3ccccc3)C12 (stereo unspecified) | 102 | 24 | -8 | 40 | 1 | . | 103 | 102 | 0.6 | -2 | -5
COc1ccc(NC(=S)NC(=O)c2csnn2)cc1 | 100 | 11 | -4 | 3 | 1 | -1 | 100 | 100 | -0.2 | 0 | -39
Cc1cc(/C=C2/C(=N)N3C(c4ccccc4)=CSC3=NC2=O)c(C)n1-c1ccccc1 | 99 | 11 | -3 | 21 | 5 | -27 | 96 | 94 | -1.1 | -5 | -19
CC(C)(C)NCCCCOc1ccc(F)cc1 | 108 | 9 | -5 | 18 | 0 | . | 106 | 106 | 0.1 | 0 | -30
CCSc1nnc(Cn2c(=O)sc3ccccc32)n1-c1ccc(OC)cc1 | 102 | 16 | -1 | 24 | 6 | . | 101 | 99 | 1.2 | -1 | 0
C[N+]1(CCOC(=O)C2(c3ccccc3)CCCC2)CCCCC1 | 99 | 10 | 7 | 11 | -1 | -23 | 94 | 100 | 0.3 | 0 | -2
CC1CCN(C(=O)CN(C2CCCCC2)S(C)(=O)=O)CC1 | 98 | 45 | 1 | 9 | 1 | -12 | 105 | 96 | 0.3 | 1 | -4
O=C(O)c1ccc(Nc2ncc([N+](=O)[O-])cc2[N+](=O)[O-])cc1 | 97 | 23 | 6 | 6 | 0 | -13 | 100 | 98 | -0.1 | -2 | -26
Cn1c(=O)c2c(nc(Sc3ncccn3)n2Cc2ccccc2Cl)n(C)c1=O | 102 | 14 | -12 | 15 | 8 | . | 99 | 100 | 1.2 | 0 | -22
COc1ccc(/C=C2\N=C(SC)SC2=O)cc1OC | 104 | 29 | 37 | 21 | 4 | -3 | 102 | 100 | 0.2 | -3 | 23
CC(OCCN1CCCC1)(c1ccc(F)cc1)c1ccc(F)cc1 | 100 | 10 | 4 | 4 | 1 | -8 | 102 | 103 | 0.2 | -1 | -4
COc1cc(/C=C2\SC(=S)N(C(C(=O)O)c3ccccc3)C2=O)ccc1O (stereo unspecified) | 101 | . | 32 | 6 | . | 12 | ? | 98 | . | . | 6
O=C(CNC(=O)C12CC3CC(CC(C3)C1)C2)N/N=C\c1ccccn1 | 107 | 23 | -10 | 8 | 0 | 6 | 103 | 98 | -0.2 | 0 | -29
CCOC(=O)Cn1c(S(=O)(=O)Cc2ccccc2)nc2ccccc21 | 101 | 25 | 7 | 9 | -3 | . | 97 | 102 | -2.5 | 2 | 16
O=C(COc1ccccc1[N+](=O)[O-])N/N=C/c1cccc(OC(=O)c2ccc3c(c2)OCO3)c1 | 96 | 7 | 9 | 11 | 19 | -9 | 96 | 100 | 0.8 | -4 | 17
C/C(=N\Nc1ccccc1Cl)c1ccc(-n2ccnc2)cc1 | 96 | 10 | 8 | 13 | 0 | -13 | 101 | 101 | -0.2 | 1 | -18
CC(C)c1ccc2[nH]c(O)c(N=NC(=S)NCCc3ccccc3)c2c1 | 100 | 18 | -36 | 10 | 7 | . | 100 | 100 | 0.7 | -5 | -66
